Screening data from PubChem BioAssay.
TNAP inh hiacc: TNAP (human) inhibition, high acceptor; P05186; purified TNAP, CDP-star luminescence, 1 M DEA; inhibition, % at 20 µM; actives 0.03% (n = 200,000); AID 1135;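 active = over 50% inhibition of tissue-nonspecific alkaline phosphatase at 20 µM in the single-dose screen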;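 note: plate controls were DMSO wells for no effect and EDTA-quenched wells as full inhibition for full effect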
FLuc act counter: affects firefly luciferase, flagging false hits in luciferase stimulation screens. ATPlite luciferase biochemical, luminescence, 10 min; 0 = ATP-free wells, 1 = DMSO control. activation factor at 10 µM. AID 1027. P08659. 200,000 tested, under 10 active;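 active = luciferase activation factor, scaled between plate controls, of at least 2 with compound at 10 µM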
Target sequence (P08659 whole entry, looked up): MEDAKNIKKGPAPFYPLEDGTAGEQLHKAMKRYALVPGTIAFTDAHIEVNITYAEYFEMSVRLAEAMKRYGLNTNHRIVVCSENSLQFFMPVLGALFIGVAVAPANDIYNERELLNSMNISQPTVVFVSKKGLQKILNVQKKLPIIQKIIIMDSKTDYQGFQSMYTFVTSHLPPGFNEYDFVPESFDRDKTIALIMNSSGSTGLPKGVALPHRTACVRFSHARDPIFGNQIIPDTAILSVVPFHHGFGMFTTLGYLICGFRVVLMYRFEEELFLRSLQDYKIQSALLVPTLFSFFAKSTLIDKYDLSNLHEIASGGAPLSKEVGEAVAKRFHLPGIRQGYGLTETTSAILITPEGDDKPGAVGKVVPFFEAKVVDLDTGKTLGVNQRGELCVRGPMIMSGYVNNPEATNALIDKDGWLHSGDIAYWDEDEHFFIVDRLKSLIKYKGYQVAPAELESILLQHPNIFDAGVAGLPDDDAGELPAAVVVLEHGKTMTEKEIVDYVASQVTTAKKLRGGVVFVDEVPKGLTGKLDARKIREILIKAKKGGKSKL
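assay system = Luciferase/luciferin detection reagent, cell-free biochemical luciferase assay | also added = ATP substrate | times = 10 min post-reagent at room temperature | measured by = luminescence from luciferase reaction | measure = luciferase activation, seen as luminescence increase over controls | benchmarks = low control with PBS replacing ATP, high control enzyme plus ATP without compound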
TNAP inh noacc: blocks human TNAP activity with no phosphate acceptor present; P05186; inhibition, % at 20 µM; purified TNAP, CDP-star luminescence, 30 min; actives 0.26% (n = 200,000);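 active = tissue-nonspecific alkaline phosphatase inhibition above about 50% at 20 µM in the single-dose screen, limit read from the data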;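 note: 0% = DMSO negative control and 100% = EDTA positive control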
Efa HMGR inh: E. faecalis class II HMG-CoA reductase inhibition; purified E. faecalis HMGR, NADPH absorbance 340 nm kinetic; inhibition, % at 10 µM; actives 0.41% (n = 190,000);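 active = inhibition above a set limit, the median over all tested compounds plus 3 SD, cut at about 9.5% in these data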;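 note: enzyme runs in reverse so mevalonate oxidation gives rising NADPH absorbance; 0% = complete reaction with DMSO and 100% = background rate lacking mevalonate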
TNAP act hi DEA: activators of human TNAP at high phosphate acceptor concentration. P05186. purified TNAP, CDP-star luminescence, 1 M DEA, 30 min; hits give high values; 0 = EDTA background, 1 = DMSO-only activity. activation factor at 20 µM. 200,000 tested, under 10 active. AID 1136;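 active = activation factor at least 2 at 20 µM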
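Assay system: human TNAP; Input: enzyme diluted 1/800 final; Reagent: CDP-star luminogenic substrate at 100 µM final; Timing: 30 min, room temperature; Signal: luminescence; Evaluation: TNAP activation factor scaled between EDTA and DMSO control wells.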
G6PDH CS: counter-screen for G6PDH assay hits: L. mesenteroides G6PDH inhibition. Purified L. mesenteroides G6PDH, diaphorase/resazurin coupled fluorescence, 45 min. inhibition, % at 5 µM. actives 0.12% (n = 200,000); in the data active = inhibition above about 50%
Diaph inh CS: counter-screen for diaphorase-based assays: diaphorase inhibitors and chemical oxidizers | AID 1217 | actives 0.69% (n = 190,000) | diaphorase resazurin-to-resorufin fluorescence, NADH, 16 min; bacterial (C. kluyveri) enzyme, not human | inhibition, % at 20 µM;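 active = primary screen inhibition at 20 µM above a set limit, cut at about 50% in these data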;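 note: plate controls were DMSO with full reaction for no effect and wells lacking NADH for full effect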
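System: Bacterial diaphorase enzyme (C. kluyveri) | Incubation: 16-min room-temperature incubation before reading | Benchmarks: No-NADH positive control and DMSO neutral control | Measured by: Resorufin fluorescence 544/590 nm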
PMI activator: increases human mannose-6-phosphate isomerase activity. activation factor at 20 µM. actives 0.005% (n = 190,000). P34949. purified human PMI, coupled resazurin fluorescence, 20 min; hits give high values; 1 = vehicle control, 0 substrate-free wells;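 active = activation factor of 2 or more at 20 µM, relative to plate controls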
Target sequence (P34949 whole entry, looked up): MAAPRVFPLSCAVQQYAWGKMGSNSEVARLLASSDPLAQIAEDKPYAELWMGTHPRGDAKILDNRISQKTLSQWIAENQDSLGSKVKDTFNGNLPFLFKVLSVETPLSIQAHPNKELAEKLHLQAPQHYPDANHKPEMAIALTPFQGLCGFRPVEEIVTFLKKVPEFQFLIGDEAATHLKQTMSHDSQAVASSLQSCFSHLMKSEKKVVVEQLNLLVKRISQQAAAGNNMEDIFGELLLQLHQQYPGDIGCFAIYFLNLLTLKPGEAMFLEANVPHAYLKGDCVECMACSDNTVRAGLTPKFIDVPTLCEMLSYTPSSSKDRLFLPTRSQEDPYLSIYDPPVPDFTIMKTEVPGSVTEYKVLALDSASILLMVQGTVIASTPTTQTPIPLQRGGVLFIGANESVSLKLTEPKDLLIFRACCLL
Diaph act CS: activates diaphorase or chemically reduces, flagging diaphorase assay artifacts | actives 0.005% (n = 190,000) | AID 1229 | activation factor at 20 µM | Diaphorase/resazurin coupled assay, resorufin fluorescence, 16 min; hits give high values; 1 = vehicle wells, 0 = NADH-free wells;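 active = diaphorase activity raised at least twofold by the compound at 20 µM; inactive = activation factor below 2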
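Material: Purified diaphorase enzyme from Clostridium kluyveri | Buffer or medium: 50 mM HEPES pH 7.4 with 4.542 mM MgCl2, 0.005% Tween 20 | Times: 16 min enzyme reaction, ambient temperature | Signal: Red resorufin fluorescence at 544/590 nm excitation/emission | Measure: Increased resorufin signal from activators or reducing compounds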
PMI act hi M6P: activators of human phosphomannose isomerase at near-saturating mannose 6-phosphate. activation factor at 20 µM. AID 1216. P34949. actives 0.34% (n = 190,000). coupled PMI enzyme assay, resazurin fluorescence, 20 min; hits give high values; 1 = untreated enzyme, 0 = substrate-free blank;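 active = activation factor of 2 or more at 20 µM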
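Material: human phosphomannose isomerase with PGI, G6PDH, diaphorase coupling enzymes; amount: PMI at 15 ng/mL final; also added: Mannose-6-phosphate 1.0 mM (near-saturating) plus 0.22 mM NADP+; incubation: enzyme reaction with compound 20 min at room temperature; signal: resorufin fluorescence (Ex 544/Em 590 nm) from resazurin via diaphorase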
* hit, by the source's call; x = not tested or not shown.

Below each compound – TNAP inh hiacc	FLuc act counter	TNAP inh noacc	Efa HMGR inh	TNAP act hi DEA	G6PDH CS	Diaph inh CS	PMI activator	Diaph act CS	PMI act hi M6P
O=C(NC1CCSC1=O)c1ccccc1 (configuration not stated)
→ -2.3	1.1	-11.6	1.3	1	7.1	6.0	1	0.9	1.1
COc1ccc(C2CC(c3ccc(Br)cc3)Nc3nc(N)nn32)cc1 (configuration not stated)
→ -2.4	1	10.3	1.2	1	5.1	7.4	1.1	0.9	1
CN1C(=S)SC(/[N+]([O-])=C\c2cccs2)C1(C)C (configuration not stated)
→ -6.4	1	-9.6	-2.6	1.1	5.3	12.0	1	0.9	1
COc1ccc(Oc2nc(SC)nc3ccccc23)cc1
→ -0.7	1.1	-6.2	-3.1	1	9.0	2.7	1	1	0.9
Cn1c(=O)c2c(ncn2CC(=O)OCC(=O)Nc2ccccc2Cl)n(C)c1=O
→ -0.7	1	-1.7	-2.1	1	7.4	1.1	0.9	1	1.1
C=CS(=O)(=O)c1sc(Cl)c(N2CCOCC2)c1[N+](=O)[O-]
→ 3.2	1	1.2	-4.8	1	8.2	15.2	1.1	0.8	1.4
O=C(CCNS(=O)(=O)c1ccc(Br)s1)N1CCN(c2ccccc2)CC1
→ -7.0	1.1	-1.0	-5.7	1.1	5.9	21.0	1	0.8	1
CC(=O)Nc1ccc(S(=O)(=O)c2c(N)n(CCN3CCOCC3)c3nc4ccccc4nc23)cc1
→ -9.7	1.1	-3.6	-4.8	1.1	7.9	-18.1	1.3	1.2	1.3
CNC(=O)CNC(=O)Nc1ccc(C)cc1
→ -0.9	1	-1.2	-4.5	1	13.6	1.3	1.1	1	1.1
CCS(=O)(=O)c1ccc2oc(SCC(=O)N3c4ccccc4CC3C)nc2c1 (configuration not stated)
→ -2.7	1.1	-7.0	-2.6	1	0.7	12.5	0.9	0.9	1
CC1CCCC(C)N1C(=O)Cn1c(SCC(=O)NCc2ccc3c(c2)OCO3)nc2ccccc21 (configuration not stated)
→ -4.0	1	3.3	-5.5	1	1.2	-2.9	1	1	1
O=C(CN(Cc1ccc2c(c1)OCO2)C(=O)CNS(=O)(=O)c1ccccc1)NCc1ccco1
→ -3.7	1	-8.8	-6.9	1	-10.1	-5.1	1	1.1	1
CSc1nc2ncc3c(n2n1)CC1c2ccccc2CCN1C3=O (configuration not stated)
→ -4.7	1.1	-2.0	-5.8	1	-35.7	21.0	1	0.8	1
COc1ccc(C(=O)NC2CCN(C(=S)Nc3cc(C)ccc3C)CC2)cc1
→ -2.9	1.1	4.0	-1.8	1	-11.7	3.7	1	1	0.9
CCOC(=O)c1[nH]c2cc3c(cc2c1NC(=O)CN1CCC(C)CC1)OCO3
→ 1.6	1	-0.9	-3.4	1	10.3	-3.8	0.9	1	1
COc1ccc(-n2c(=O)c(CCC(=O)N(C)Cc3ccccc3C)nc3ccccc32)cc1
→ -2.0	1	-4.1	-9.9	1	-1.1	32.1	1	0.7	0.9
O=C(CSc1nc2ccccc2c(=O)[nH]1)NCc1ccc(Cl)cc1
→ -9.2	1	-15.0	0.2	1.1	0.1	8.6	1	0.9	1
COc1ccc(Oc2coc3cc(OC(=O)/C=C/c4ccccc4)ccc3c2=O)cc1
→ 1.4	1	-2.7	-2.0	1	-29.4	10.9	0.9	0.9	0.9
CCN(C(=O)CSc1nnc(Nc2cccc(C)c2C)s1)C1CCS(=O)(=O)C1 (configuration not stated)
→ -2.8	1	-7.8	0.2	1	-0.1	8.0	0.9	0.9	1
COC(=O)CCc1nc2ccccc2nc1OC
→ -3.8	1.1	1.5	-4.4	1	13.0	16.5	1	0.8	1.1
CCN1C(=O)N(C)C2(c3ccccc3)N(C)C(=O)N(C)C12c1ccccc1 (configuration not stated)
→ -1.3	1.1	-16.0	1.7	1	-9.0	18.7	0.9	0.8	0.9
S=c1[nH]ncn1/N=C/c1cccc(Oc2ccccc2)c1
→ 0.1	0.9	10.7	-9.3	1	7.8	85.0*	0.8	0.2	0.9
Cc1nc(C(=O)N(C)C)nn1-c1cc(Cl)ccc1Cl
→ -3.9	1.1	2.0	-10.8	1	-8.1	11.8	0.9	0.9	0.9
CC1(C)SCC(C(=O)O)N1C=O (configuration not stated)
→ -6.1	1.1	-13.6	-2.0	1.1	-8.0	7.4	1	0.9	1
Cc1nn2c(N)csc2nc1=O
→ -5.8	1.1	-3.8	2.7	1.1	3.3	6.0	1.2	0.9	1.1
COC(=O)CCC(=O)Nc1cccc(Cl)c1
→ 3.5	1	-3.6	2.6	1	-0.2	1.8	1	1	1
CCSc1nnc(NC(=O)c2c(-c3ccccc3Cl)noc2C)s1
→ -6.0	1	-11.7	-3.8	1.1	12.3	7.9	1	0.9	1
CCOC(=O)CCP(=O)(O)C(O)c1ccc(OC)cc1 (configuration not stated)
→ -1.1	1	-3.5	-0.1	1	3.2	17.0	1	0.8	0.9
Cc1cc2ccccc2cc1CN1CCOCC1
→ -1.1	1	-8.3	1.4	1	4.5	9.3	1.1	0.9	1
Cc1ccc(S(=O)(=O)N2CCCCC2)cc1NC(=O)c1ccc2ccccc2n1
→ -3.2	1	-2.6	-1.3	1	16.9	6.9	1	0.9	0.9

Some of these compounds in order of their number in TNAP inh noacc, ascending:
canonical_smiles	TNAP inh hiacc	TNAP inh noacc	Efa HMGR inh	TNAP act hi DEA	PMI activator	Diaph act CS	PMI act hi M6P
CC1(C)SCC(C(=O)O)N1C=O (configuration not stated)	-6.1	-13.6	-2.0	1.1	1	0.9	1
CSc1nc2ncc3c(n2n1)CC1c2ccccc2CCN1C3=O (configuration not stated)	-4.7	-2.0	-5.8	1	1	0.8	1
COC(=O)CCc1nc2ccccc2nc1OC	-3.8	1.5	-4.4	1	1	0.8	1.1

More entries follow:
Below each compound – TNAP inh hiacc	FLuc act counter	TNAP inh noacc	Efa HMGR inh	TNAP act hi DEA	G6PDH CS	Diaph inh CS	PMI activator	Diaph act CS	PMI act hi M6P
CC1(C)NC(=O)N(CC(O)COc2ccccc2C(=O)N2CCCCC2)C1=O (configuration not stated)
→ -2.4	1	-6.9	-3.2	1	13.4	5.1	1.1	0.9	1
Nc1nnc(CSCc2ccc(Cl)cc2Cl)s1
→ -5.4	1	-8.8	-6.6	1.1	-1.3	18.2	0.9	0.8	0.9
Cc1nc(-c2ccccn2)sc1C(=O)Nc1ccc(F)cc1
→ -6.4	1	-5.6	-3.2	1.1	-0.6	2.7	0.9	1	1
O=C(Nc1cccc(S(=O)(=O)Nc2ccc(Cl)cc2)c1)c1cc2c(s1)CCCC2
→ -0.3	1	-0.2	-4.7	1	-11.5	11.0	0.9	0.9	0.9
CCOC(=O)CC(NC(=O)c1cccc2c1C(=O)N(Cc1cccnc1)C2)c1ccc(OCC)c(OC)c1 (configuration not stated)
→ -2.9	1	-17.9	-7.0	1	-4.7	9.5	1	0.9	0.9
CCCn1c(SCc2ccc(Cl)cc2)nc2c1c(=O)[nH]c(=O)n2C
→ -2.4	1	-14.2	2.0	1	9.6	11.1	1	0.9	1
COc1ccc(NC(=O)CSc2[nH]c(=O)cc(C)c2C#N)cc1OC
→ -2.8	1	-9.2	0.1	1	2.5	11.5	0.9	0.9	1
CC(=O)c1cc(-c2ccccc2)n(CC(=O)N2CCN(C3CCCC3)CC2)c1C
→ -6.0	1.1	-6.9	-6.3	1.1	-11.5	-1.6	1.1	1	1.1
Cc1ccc(Cn2c(=O)c3ccccc3n3c(SCC(=O)N4CCCCC4C)nnc23)cc1 (configuration not stated)
→ -6.6	1.1	3.7	x	1.1	11.4	-10.2	1.1	1.1	1.1
O=C(c1ccc2nccnc2c1)N1CCN(Cc2ccc3c(c2)OCO3)CC1
→ -1.3	1	-7.5	-6.3	1	3.5	-1.1	1.1	1	1.2
CCOC(=O)c1ccc(CC(=O)c2ccc(O)c(O)c2O)o1
→ 12.1	1	5.3	1.7	0.9	42.1	76.1*	0.3	0.2	0.3
Cc1cc(C(=O)OCC(=O)Nc2cccc(S(=O)(=O)N3CCOCC3)c2)c(C)o1
→ 4.8	1	-1.5	-3.9	1	-4.8	17.5	0.9	0.8	0.9
Cc1cc(OCC(=O)Nc2ccc3c(c2)OCCO3)cc(C)c1Cl
→ -1.1	1.1	-7.9	1.4	1	-2.3	13.9	0.9	0.9	1
COc1ccc(OCCOC(=O)c2nc3nccc(C)n3n2)cc1
→ -3.3	1	-9.2	1.7	1	-5.4	1.6	1	1	1
O=C(CCCl)Nc1cc(SCCO)cc([N+](=O)[O-])c1
→ 4.8	1.1	-1.1	1.6	1	2.5	11.4	1.1	0.9	1.1
Cc1cc(=O)oc(C)c1C(=O)N1CCN(C)CC1
→ -8.0	1.1	-11.1	-8.7	1.1	4.9	22.2	1	0.8	0.9
COc1ccc(/C=N/NC(=O)c2snnc2C)c(OC)c1OC
→ -2.3	1	-12.2	-4.2	1	-3.9	4.9	1	1	1
CCOC(=O)C1CCCN(C(=O)c2cc(Nc3ccc(OC)c(OC)c3)nc3ccccc23)C1 (configuration not stated)
→ -0.8	0.9	-7.1	0.4	1	5.8	19.3	0.8	0.8	0.8
Cc1ccc(C(=O)NCCn2cc(SCC(=O)Nc3cc(C)on3)c3ccccc32)cc1
→ -3.6	0.8	-10.3	3.7	1	14.9	34.4	0.9	0.7	0.8
O=C(CCc1ccc(S(=O)(=O)N2CCOCC2)cc1)N/N=C/c1ccc(O)c(O)c1O
→ 5.5	1	-13.8	2.3	0.9	10.0	70.9*	0.4	0.3	0.3
CCN(CC)c1ccc(NC(=O)CN2C(=O)CSc3ncccc32)c(C)c1
→ -2.4	1	-14.9	1.4	1	5.7	-1.9	1	1	0.9
Clc1ccc(Cc2noc(Cc3ccccc3)n2)cc1Cl
→ -5.9	1	-8.7	-1.7	1.1	-7.9	14.0	1	0.9	0.9
COC(=O)c1ccc(C2/C(=C(/O)c3ccc(OC(C)C)cc3)C(=O)C(=O)N2c2cc(C)on2)cc1 (configuration not stated)
→ -5.9	1	-12.5	-3.5	1.1	1.1	16.4	0.9	0.8	1.1
CCN1C=C(C(=O)OC)C(c2cccc(OC)c2OC)C(C(=O)OC)=C1
→ -7.7	1	-20.6	-1.6	1.1	4.7	-10.1	1.1	1.1	1.1
COc1ccc(-c2c(C)nn3c(N4CCC5(CC4)OCCO5)cc(C)nc23)cc1OC
→ 1.6	1	-11.8	1.3	1	-25.4	12.7	0.9	0.9	0.9

Not a hit list; about 1.7% have a hit in one of these screens.
